DT40 TDP1 CPT: DT40-hTDP1 cell growth loss with CPT; chicken DT40 Tdp1-/-;hTDP1 cells + 20 nM CPT, ATP luminescence, 48 h; Potency, µM (series often up to 46.2 µM), for the others: at the highest dose activity change, negative = growth inhibition, hits mostly inhibitors; hit rate 12% among 420,000; further: nearly all actives have a fitted effect of over 55% in size
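Chicken DT40 Tdp1-/- cells stably complemented with human TDP1 were seeded at 400 cells/well in medium containing 20 nM camptothecin, exposed to pin-transferred compounds, and grown at 37 °C for at least 48 hr. Viability was read as ATP luminescence.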
N370S GC mod: inhibits or activates N370S mutant glucocerebrosidase; P04062; N370S GC spleen homogenate, 4MU-glucoside fluorescence; Potency, µM (series often up to 59.4 µM), for inactives: top-dose activity change, negative = inhibition, most hits filed as inhibitors; hit rate 0.092% among 330,000; AID 2101;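 further: 0% = full enzyme activity and -100% = no enzyme basal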
FEN1 inhibitor: blocks human flap endonuclease 1; Recombinant FEN1 flap cleavage, fluorescence, 15 min; Potency, µM (titrated, usually from 114 µM), without a hit: at the top dose activity change, negative = inhibition, actives largely listed as inhibitors; hit rate 0.35% among 390,000; AID 588795; further: nearly all actives have a fitted effect of over 65% in size
Target sequence (P39748 whole entry, looked up): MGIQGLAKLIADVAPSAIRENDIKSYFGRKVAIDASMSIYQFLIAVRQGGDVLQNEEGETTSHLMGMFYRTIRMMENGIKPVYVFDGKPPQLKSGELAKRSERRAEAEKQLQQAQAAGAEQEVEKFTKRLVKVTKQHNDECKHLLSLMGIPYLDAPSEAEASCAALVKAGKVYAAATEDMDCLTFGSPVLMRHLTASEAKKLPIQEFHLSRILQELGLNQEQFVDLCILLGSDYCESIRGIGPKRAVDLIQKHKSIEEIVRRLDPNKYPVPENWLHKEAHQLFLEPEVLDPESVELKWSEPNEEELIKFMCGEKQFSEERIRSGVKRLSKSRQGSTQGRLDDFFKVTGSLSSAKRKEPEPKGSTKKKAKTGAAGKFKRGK
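Potency values derive from four-parameter Hill fits of normalized qHTS data. The reaction used 10 nM FEN1 preincubated 15 min at room temperature with compound, then 50 nM DNA substrate, read at 0 and 15 min.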
* hit, by the source's call. The call rests on the fitted dose curve; in most records, active means well fitted curve in the direction sought with a large enough effect; inconclusive means small, poorly fitted or top-dose-only effect, or another doubt; inactive means no such curve, though single readings can be large; an effect the other way counts as inactive or inconclusive. Unless noted, on the % scale 0 is the no-effect control and ±100 the full control effect; potency means the concentration at half of the fitted maximal effect.

COc1cc(C(C)=O)ccc1OC(=O)C(C)N1C(=O)c2ccccc2C1=O (stereo unspecified) was read as DT40 TDP1 CPT 4%, N370S GC mod -8% and FEN1 inhibitor -1%.
Screening O=C1N[C@@H](Cc2c[nH]c3ccccc23)COC(=O)[C@@H](Cc2ccc(F)cc2)C/C=C\C[C@H]1CC(=O)N(CCO)Cc1ccccc1 returned DT40 TDP1 CPT inconclusive and FEN1 inhibitor -23%.
O=C(NCc1cccs1)C12CC3CC(CC(C3)C1)C2 was read as DT40 TDP1 CPT -1%, N370S GC mod 10% and FEN1 inhibitor -1%.
For CN1CCN(c2ncc3nc(-c4cc(F)cc(F)c4)c(=O)n(C)c3n2)CC1 the results were DT40 TDP1 CPT 7% and N370S GC mod 10%.
`O=C(O)CN1C(=O)/C(=C\C(Br)=C\c2ccccc2)SC1=S` gave DT40 TDP1 CPT inconclusive, N370S GC mod -1% and FEN1 inhibitor inconclusive.
Screening O=C(NCCc1c[nH]c2ccccc12)C(F)(F)F returned DT40 TDP1 CPT -27%, N370S GC mod -23% and FEN1 inhibitor 2%.
`CCN1CNC(=S)N(c2ccccc2C)C1` gave DT40 TDP1 CPT 4%, N370S GC mod 3% and FEN1 inhibitor -11%.
`CCCC(c1nnnn1CC1CCCO1)N1CCN(c2nc3ccccc3s2)CC1` (stereo unspecified) gave DT40 TDP1 CPT inconclusive, N370S GC mod 3% and FEN1 inhibitor 1%.
For CCOc1ccc(CCNC(=O)c2cn(CC)c3ccc(S(=O)(=O)N4CCc5ccccc5C4)cc3c2=O)cc1OCC the results were DT40 TDP1 CPT 18µM* and FEN1 inhibitor -25%.
`O=c1c2c(nc3n1CCCCC3)sc1c(O)c(Br)ccc12` gave DT40 TDP1 CPT -2%, N370S GC mod 5% and FEN1 inhibitor -16%.
Screening Cc1ccc(NCc2nnc(SC(C)C(=O)N/N=C/c3ccc(C)o3)n2-c2ccccc2)cc1 (stereo unspecified) returned DT40 TDP1 CPT -5%, N370S GC mod -27% and FEN1 inhibitor 4%.
For CCOC(=O)N1CCN(C(=O)CN(c2ccccc2OC)S(=O)(=O)c2ccc(C)cc2)CC1 the results were DT40 TDP1 CPT -1%, N370S GC mod 1% and FEN1 inhibitor -4%.
COc1cc(C2C(C#N)=C(N)OC3=C2C(=O)CC(C)(C)C3)ccc1OC(=O)N1CCOCC1 (stereo unspecified) was read as DT40 TDP1 CPT -3%, N370S GC mod -2% and FEN1 inhibitor -12%.
O=C(CNC(=O)c1ccc(F)cc1)NCc1ccc(Cl)cc1 was read as DT40 TDP1 CPT -12%, N370S GC mod -26% and FEN1 inhibitor 26%.
Cc1cccc(CN2C[C@]34CC[C@@H](C[C@@H]3S2(=O)=O)O4)c1 was read as DT40 TDP1 CPT 9%, N370S GC mod 3% and FEN1 inhibitor -13%.

The list goes on; the last four above are carried over.
For CCOC(=O)N1CCN(C(=O)CN(c2ccccc2OC)S(=O)(=O)c2ccc(C)cc2)CC1 the results were DT40 TDP1 CPT -1%, N370S GC mod 1% and FEN1 inhibitor -4%.
COc1cc(C2C(C#N)=C(N)OC3=C2C(=O)CC(C)(C)C3)ccc1OC(=O)N1CCOCC1 (stereo unspecified) was read as DT40 TDP1 CPT -3%, N370S GC mod -2% and FEN1 inhibitor -12%.
O=C(CNC(=O)c1ccc(F)cc1)NCc1ccc(Cl)cc1 was read as DT40 TDP1 CPT -12%, N370S GC mod -26% and FEN1 inhibitor 26%.
Cc1cccc(CN2C[C@]34CC[C@@H](C[C@@H]3S2(=O)=O)O4)c1 was read as DT40 TDP1 CPT 9%, N370S GC mod 3% and FEN1 inhibitor -13%.
COC(=O)C1Sc2[nH]c(=O)sc2C(c2ccc(Cl)cc2)C1C(=O)OC (stereo unspecified) was read as DT40 TDP1 CPT 3%, N370S GC mod -4% and FEN1 inhibitor 12%.
`Cc1cccc(C)c1OCCCN1CCCC1` gave DT40 TDP1 CPT 0%, N370S GC mod -1% and FEN1 inhibitor 3%.
`Oc1c(Br)cc(Cl)cc1C=Nc1ccccc1Br` gave DT40 TDP1 CPT -1%, N370S GC mod -23% and FEN1 inhibitor -2%.
Screening CC(C)(C)OC(=O)N1CCC(c2c(C(=O)NCCN3CCOCC3)cnn2-c2ccc(F)cc2)CC1 returned DT40 TDP1 CPT inconclusive and FEN1 inhibitor 16%.
Screening COc1ccc(O)c(/C=C(\C#N)C(=O)Nc2cccnc2)c1 returned DT40 TDP1 CPT -21%, N370S GC mod -18% and FEN1 inhibitor 5%.
COc1ccc(-c2nnc(SCC(=O)N/N=C/c3ccccc3C(=O)O)n2-c2ccccc2)cc1 was read as DT40 TDP1 CPT -5%, N370S GC mod 4% and FEN1 inhibitor 21%.
COc1ccc(Cl)cc1NC(=O)Nc1ccccc1C(N)=O was read as DT40 TDP1 CPT 18µM*, N370S GC mod -3% and FEN1 inhibitor 19%.
COc1ccc(CC(=O)NCc2ccccc2)cc1OC was read as DT40 TDP1 CPT -25%, N370S GC mod inconclusive and FEN1 inhibitor -2%.
CN1CCN(c2ncc3ncc(=O)n(C4CC4)c3n2)CC1 was read as DT40 TDP1 CPT -10% and N370S GC mod 2%.
For O=c1[nH]nc(-c2n[nH]c(=O)o2)o1 the results were DT40 TDP1 CPT inconclusive and FEN1 inhibitor -5%.
CCCCNC(=O)[C@@H]1CC=C[C@@H]2CCN(CCCC)C(=O)[C@@H]21 was read as DT40 TDP1 CPT -16% and FEN1 inhibitor -4%.
CC(C)(C)OC(=O)NC(Cc1ccccc1)C(=O)NC1COC2CC(n3ccc(=O)[nH]c3=O)OC12 (stereo unspecified) was read as N370S GC mod -2% and FEN1 inhibitor 16%.
CCC1CCCCN1C(=O)CCCOc1ccccc1 (stereo unspecified) was read as DT40 TDP1 CPT 23µM*, N370S GC mod 7% and FEN1 inhibitor -5%.
For COc1cc(Cl)ccc1OCc1cc(C(=O)N[C@H]2CCCCNC2=O)no1 the results were DT40 TDP1 CPT -11%, N370S GC mod 2% and FEN1 inhibitor -4%.
COc1ccc(N(C)C(=O)c2ccc3nc(-c4ccccc4)c(-c4ccccc4)nc3c2)cc1 was read as DT40 TDP1 CPT inconclusive, N370S GC mod -8% and FEN1 inhibitor -20%.
Screening O=C(CSC1=Nc2ccccc2C2=NC(Cc3ccccc3)C(=O)N12)Nc1ccccc1F (stereo unspecified) returned DT40 TDP1 CPT 23µM* and FEN1 inhibitor 13%.
`CCCCNC(=O)CSc1nnc(NC(C)=O)s1` gave DT40 TDP1 CPT 10%, N370S GC mod 12% and FEN1 inhibitor 4%.
Screening O=C(OCC(=O)c1ccc(Cl)s1)c1cncc(Br)c1 returned DT40 TDP1 CPT -21% and FEN1 inhibitor 0%.
Cc1ccc(C(=O)N2CCN(S(=O)(=O)c3ccccc3[N+](=O)[O-])CC2)o1 was read as DT40 TDP1 CPT -25%, N370S GC mod -2% and FEN1 inhibitor -12%.
CCC1(CC)NC(=O)N(CC(=O)N2CCN(S(=O)(=O)c3cccc(F)c3)CC2)C1=O was read as DT40 TDP1 CPT 2%, N370S GC mod -11% and FEN1 inhibitor 12%.
Screening CC(C)Oc1ccc(CN2CCC(n3nccc3NC(=O)C3CC3)CC2)cc1 returned DT40 TDP1 CPT -6%, N370S GC mod -10% and FEN1 inhibitor 3%.
For C=CCSc1[nH]c(=O)cc(C)c1C(N)=O the results were DT40 TDP1 CPT 0%, N370S GC mod -3% and FEN1 inhibitor -15%.
CC(=O)NCc1ccc(C(=O)CN2C(=O)NC3(CCCCC3C)C2=O)s1 (stereo unspecified) was read as DT40 TDP1 CPT 9%, N370S GC mod -2% and FEN1 inhibitor -2%.
For Cc1ccc(NC2CCCN(C(=O)CSc3ccncc3)C2)cc1C (stereo unspecified) the results were DT40 TDP1 CPT -25%, N370S GC mod -9% and FEN1 inhibitor 17%.
Screening O=c1ccc2cc(S(=O)(=O)N3CCN(c4ccc(Cl)cc4)CC3)ccc2o1 returned DT40 TDP1 CPT -1%, N370S GC mod -2% and FEN1 inhibitor 1%.
For O=C(CN1C(=O)NC2(CCCC2)C1=O)OCc1cc(=O)n2cc(Br)ccc2n1 the results were DT40 TDP1 CPT -5%, N370S GC mod 3% and FEN1 inhibitor 0%.
Screening CCCCn1c(N)c(N(CCOC)C(=O)c2oc3ccc(Br)cc3c2C)c(=O)[nH]c1=O returned DT40 TDP1 CPT -10% and FEN1 inhibitor -3%.
`Cc1csc2ncc(C(=O)Nc3cccc(C(F)(F)F)c3)c(=O)n12` gave DT40 TDP1 CPT -5%, N370S GC mod 5% and FEN1 inhibitor -15%.
Screening COCC1CCCN(C(=O)c2ccc(OC3CCN(Cc4ccccn4)CC3)cc2)C1 (stereo unspecified) returned DT40 TDP1 CPT -3%, N370S GC mod 2% and FEN1 inhibitor 14%.
`CCOC(=O)c1cc(S(=O)(=O)N2CCN(c3cccc(C)c3)C(C)C2)[nH]n1` (stereo unspecified) gave DT40 TDP1 CPT 16µM* and FEN1 inhibitor 6%.
For CC1C(c2ccccc2)=NNc2nc3c(c(=O)n(C)c(=O)n3C)n21 (stereo unspecified) the results were DT40 TDP1 CPT inconclusive, N370S GC mod -15% and FEN1 inhibitor 16%.
For N#CCCn1cc(C(=O)O)c(-c2ccc3ccccc3c2)n1 the results were DT40 TDP1 CPT 8%, N370S GC mod 0% and FEN1 inhibitor 0%.
CN1C(=O)C(O)(CC(=O)c2cccs2)c2ccccc21 (stereo unspecified) was read as DT40 TDP1 CPT inconclusive, N370S GC mod 2% and FEN1 inhibitor -8%.
OC1CCCN(c2c3c(nc4cc(-c5cccc(F)c5)nn24)CCCC3)C1 (stereo unspecified) was read as DT40 TDP1 CPT 23µM*, N370S GC mod 16% and FEN1 inhibitor -16%.
`CC(C)(C)NC(=O)C(c1ccc(O)cc1)N(C(=O)Cn1nnc(-c2ccc(F)cc2)n1)c1ccccc1F` (stereo unspecified) gave DT40 TDP1 CPT inconclusive, N370S GC mod 10% and FEN1 inhibitor 0%.
Screening O=C(NCc1cccnc1)C(=O)Nc1nc(C23CC4CC(CC(C4)C2)C3)cs1 returned DT40 TDP1 CPT inconclusive, N370S GC mod 28% and FEN1 inhibitor 1%.
For CCN(CC(=O)Nc1ccccc1OC)CC(=O)Nc1sccc1C#N the results were DT40 TDP1 CPT inconclusive, N370S GC mod 12% and FEN1 inhibitor -1%.
CN1CCN(C(=O)C2CCN(S(=O)(=O)c3ccc(F)cc3)CC2)CC1 was read as DT40 TDP1 CPT 4%, N370S GC mod -1% and FEN1 inhibitor 0%.
Screening Cc1ccc(-c2cnc(-c3ccccc3C(=O)O)o2)cc1 returned DT40 TDP1 CPT 15%, N370S GC mod -2% and FEN1 inhibitor 12%.
For Cc1cc(C)cc(N(C(=O)c2csnn2)C(C(=O)NC2CCCCC2)c2ccncc2)c1 (stereo unspecified) the results were DT40 TDP1 CPT 8%, N370S GC mod -1% and FEN1 inhibitor -2%.
Screening NC(=S)N=Nc1c(O)n(CCCl)c2ccccc12 returned DT40 TDP1 CPT 13µM*, N370S GC mod -12% and FEN1 inhibitor 12%.
O=C(N/N=C/c1ccsc1)c1cc2ccccc2o1 was read as DT40 TDP1 CPT 7%, N370S GC mod -7% and FEN1 inhibitor -2%.
`O=C(N/N=C/c1ccccc1Cl)C1CC1` gave DT40 TDP1 CPT 26%, N370S GC mod 0% and FEN1 inhibitor 18%.
Screening COc1ccc(OC)c(S(=O)(=O)Nc2c(C)n(C)n(-c3ccccc3)c2=O)c1 returned DT40 TDP1 CPT 27%, N370S GC mod -9% and FEN1 inhibitor -8%.
Screening COc1ccc(NC(C)=O)cc1S(=O)(=O)NCCc1ccccn1 returned DT40 TDP1 CPT -11% and FEN1 inhibitor 1%.

Filtered by structure: the entries above containing a CF3 group (2)
Screening O=C(NCCc1c[nH]c2ccccc12)C(F)(F)F returned DT40 TDP1 CPT -27%, N370S GC mod -23% and FEN1 inhibitor 2%.
`Cc1csc2ncc(C(=O)Nc3cccc(C(F)(F)F)c3)c(=O)n12` gave DT40 TDP1 CPT -5%, N370S GC mod 5% and FEN1 inhibitor -15%.

Other entries
`CCOC(=O)c1ccc(NC(=O)CSc2nnnn2C2CCCCC2)cc1` gave DT40 TDP1 CPT 8%, N370S GC mod -2% and FEN1 inhibitor 5%.
For CCSC1=N/C(=C\c2ccccc2)C(=O)N1 the results were DT40 TDP1 CPT -6%, N370S GC mod 11% and FEN1 inhibitor 3%.
CCN(CC)Cc1c(O)ccc2c([N+](=O)[O-])c(C)n(-c3ccc(OC)cc3)c12 was read as DT40 TDP1 CPT 7.3µM*, N370S GC mod 2% and FEN1 inhibitor -3%.
CCSc1nc2ccccc2c(OCc2cc(C(=O)OC)ccc2OC)c1C(=O)OC was read as DT40 TDP1 CPT 18µM* and FEN1 inhibitor -2%.
Screening CC(C)(C)c1ccc(S(=O)(=O)N2CCN(Cc3cc4c(cc3O)OCO4)CC2)cc1 returned DT40 TDP1 CPT 6% and FEN1 inhibitor -12%.
O=C1[C@H]2[C@@H](c3ccc(F)cc3)N3C(=O)N(c4cccc(F)c4)C(=O)[C@@]3(Cc3ccc(Cl)cc3)[C@H]2C(=O)N1C1CCCCC1 was read as DT40 TDP1 CPT inconclusive, N370S GC mod -7% and FEN1 inhibitor -17%.

High-throughput results deposited in PubChem by National Center for Advancing Translational Sciences (NCATS).

Only part of the results is shown. The share of hits here may be higher or lower than overall.
